# HEK293 cAMP cs = raises cAMP in parental HEK293 cells, TSHR agonist counter-screen. AID 938. parental HEK293 CNG cAMP sensor, membrane potential fluorescence. actives 2.5% (n = 73,000). Potency, µM (highest dose often 57.1 µM), for inactives: at the highest dose activation, actives largely listed as activators; further: potency means the concentration at half of the fitted maximal effect; % of control where 0% means no effect; nearly all actives have a fitted effect of over 55% in size
#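 Counterscreen for endogenous-receptor signalling: CNG-channel HEK 293 cells report cAMP rise by membrane depolarization. After 60 min dye equilibration with 100 uM RO 20-1724, compounds incubated 30 min before bottom-read fluorescence at 590 nm.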
# Pol III holo inh = DNA polymerase III holoenzyme inhibition; reconstituted DNA polymerase III holoenzyme replication, biochemical; Potency, µM (highest dose often 57.1 µM), without a hit: at the top dose activity change, negative = inhibition; actives 0.25% (n = 71,000); AID 603; further: potency means the concentration at half of the fitted maximal effect; on the % scale 0 is the no-effect control and ±100 the full control effect
#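 Reconstituted *E. coli* holoenzyme (0.35 nM Pol III, 1 nM beta, 154 nM SSB, 2 nM primase) was preincubated with compound for 15 min at RT. Synthesis on 1.4 nM ssM13Gori ran 35 min, then was stopped with PicoGreen/EDTA and read as dsDNA fluorescence.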
# BRCT PPI green = inhibitors of human BRCA1 BRCT-phosphoprotein interaction (green fluorophore). P38398. BRCA1 BRCT-phosphopeptide binding, green fluorescence polarization. Potency, µM (titrated, usually from 76.9 µM), for the others: at the top dose activity change, negative = inhibition, usual class: inhibitors. actives 0.05% (n = 75,000). AID 875;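 further: potency means the concentration at half of the fitted maximal effect; plate controls were peptide without protein for full effect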
#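 Fluorescence polarization: His-tagged BRCT (~35 kDa BRCA1 C-terminus, 250 nM) bound to 100 nM fluorescein-labeled phosphorylated 10-aa BACH1 peptide, pH 7.3 phosphate buffer with DTT and Tween 20. Compounds incubated 12 min at room temperature; inhibition read as lowered polarization.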
# Rhodamine autofl = rhodamine region autofluorescence; actives 0.05% (n = 59,000); Rhodamine-region fluorescence, 547/598 nm, Tris buffer; stronger effect = higher value; max dye-equivalent concentration, M; in the data active means max dye-equivalent concentration above about 11 nM; inconclusive means between about 1.1 nM and that limit
#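 Compounds in 100 mM Tris buffer, pH 8.0, were incubated 15 min at room temperature, then read at 547 nm excitation and 598 nm emission. Fluorescence was normalized against a per-plate six-point rhodamine standard curve as dye-equivalent concentration.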
# USP2a inh = blocks human ubiquitin-specific protease USP2a; O75604; USP2a enzymatic assay, qHTS inhibition; Potency, µM (top dose mostly 38.3 µM), without a hit: at the top dose activity change, negative = inhibition, hits mostly inhibitors; actives 0.1% (n = 60,000);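 further: potency means the concentration at half of the fitted maximal effect; nearly all actives have a fitted effect of over 60% in size; plate controls were DMSO for no effect and NEM full inhibition control for full effect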
#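 USP2 core (20nM final) preincubated 30 min RT with compound, then Ub-PLA2 20nM and NBD C6-HPC 20uM final added; buffer 20mM Tris-HCl pH 8.0, 2mM CaCl2. Fluorescence Ex 460/Em 535 read at 0 and 2.5 h; normalized to NEM.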
# Caspase-7 inhib = caspase-7 (human) inhibition, allosteric or competitive; P55210; recombinant caspase-7, Ac-DEVD-AFC fluorescence rate; Potency, µM (series often up to 57.5 µM), for inactives: at the top dose activity change, negative = inhibition, hits mostly inhibitors; actives 0.02% (n = 75,000); AID 889; active means well fitted inhibition curve with a large enough effect in the main read-out, with a control signal flat, not every such curve was filed as active; inconclusive means small, poorly fitted or top-dose-only effect, or a change in a side signal; further: potency means the concentration at half of the fitted maximal effect; % of control where 0% means no effect
# Tau fil binding = binders of human tau filaments; actives 2% (n = 71,000); Potency, µM (top dose mostly 57.1 µM), without a hit: at the highest dose activity change, negative = inhibition; P10636; recombinant tau filaments, thioflavin S fluorescence, 15 h; filaments grown with octadecylsulfate alongside compound;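 further: potency means the concentration at half of the fitted maximal effect; on the % scale 0 is the no-effect control and ±100 the full control effect; actives lower thioflavin S fluorescence by blocking filaments or displacing dye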
#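 His-tagged recombinant human tau (exons 2, 3 and 10 included), 1 uM, was induced to fibrillize by 30 uM sodium octadecylsulfate with compound present. After 15 h at 37 C, thioflavine S fluorescence (ex 450, em 510 nm) was read.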
# BRCT PPI red = disrupts BRCA1 BRCT binding to phosphoprotein, red fluorophore readout; Potency, µM (doses to about 76.9 µM), for inactives: top-dose activity change, negative = inhibition, hits mostly inhibitors; actives 0.03% (n = 75,000); P38398; BRCT-phosphopeptide binding, red fluorescence polarization; further: on the % scale 0 is the no-effect control and ±100 the full control effect
#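 Rhodamine-labelled pBACH1 10-mer (100 nM) bound to BRCT domain (100 nM) at pH 7.3; compounds incubated 12 min room temperature, polarization read. Free peptide defines full inhibition; unlabelled decapeptide titrated as control.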
# Casp1 inh = blocks human caspase-1 allosterically or competitively; P29466; actives 0.03% (n = 75,000); Caspase-1 enzyme, Ac-WEHD-AFC fluorogenic rate; Potency, µM (top dose mostly 57.5 µM), without a hit: top-dose activity change, negative = inhibition, actives largely listed as inhibitors;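 further: potency means the concentration at half of the fitted maximal effect; plate controls were vehicle for no effect and no substrate for full effect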
# 15-hLO inh = 15-hLO (ALOX15) enzyme inhibition. AID 887. Potency, µM (series often up to 57.1 µM), inactives show at the top dose activity change, negative = inhibition, actives largely listed as inhibitors. actives 1.4% (n = 74,000). purified 15hLO-1, xylenol orange hydroperoxide absorbance; further: potency means the concentration at half of the fitted maximal effect; on the % scale 0 is the no-effect control and ±100 the full control effect; nearly all actives have a fitted effect of over 55% in size
#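 Compounds were preincubated 15 min at room temperature with 40 nM purified human enzyme (25 mM Hepes pH 7.5, 0.01% Triton X-100); 50 uM arachidonic acid reacted 6 min. Fe-xylenol orange detection, 30 min, absorbance ratio 573/405 nm.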
# HADH2 inhib = blocks human hydroxyacyl-CoA dehydrogenase type II; AID 886; Q99714; Potency, µM (doses to about 57.1 µM), for inactives: top-dose activity change, negative = inhibition, most hits filed as inhibitors; recombinant HADH2, NADH fluorescence, beta-hydroxybutyryl-CoA; actives 3.4% (n = 73,000); further: potency means the concentration at half of the fitted maximal effect; on the % scale 0 is the no-effect control and ±100 the full control effect; nearly all actives have a fitted effect of over 60% in size; many of its hits are not listed in these tables
#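 His-tagged recombinant enzyme from E. coli, 20 nM, preincubated 15 min RT with compound; reaction started with 1 mM NAD+ and 90 uM beta-hydroxybutyryl-CoA in 100 mM Tris-HCl pH 9.0. NADH fluorescence (ex 360/em 450) read over 4 min; last-minus-first difference.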
# * = called active by the depositor; i = inactive; u = inconclusive; x = no result given; & = joins results of further samples; [ ] = another dose, or the depositor's remark. Unless noted, the call rests on the fitted dose curve; in most records, active means well fitted curve in the direction sought with a large enough effect; inconclusive means small, poorly fitted or top-dose-only effect, or another doubt; inactive means no such curve, though single readings can be large; an effect the other way counts as inactive or inconclusive.
SMILES,HEK293 cAMP cs,Pol III holo inh,BRCT PPI green,Rhodamine autofl,USP2a inh,Caspase-7 inhib,Tau fil binding,BRCT PPI red,Casp1 inh,15-hLO inh,HADH2 inhib
COc1ccc(-c2coc3ccc(OC4OC(COC(C)=O)C(OC(C)=O)C(OC(C)=O)C4OC(C)=O)cc3c2=O)cc1 (stereo not drawn),x,x,-2.2%,x,x,0%,x,2.4%,-1%,1%[25.6 µM],x
Nn1c(SCc2nc3ccccn3c2Br)nnc1-c1cccnc1,-3%,-4%,-1.8%,i,-9%,7%,1%,0.9%,2%,-8%,u
Cc1c(NC(=O)c2cccc(NC(=O)c3ccco3)c2)cccc1C(=O)O,3%,-1%,-5.5%,i,-8%,0%,-2%,-0.2%,-2%,1%,-2%
COc1ccc(-c2noc(CCC(=O)Nc3cc(OC)ccc3OC)n2)cc1,-12%[2.29 µM],-1%,1.9%,i,1%,-2%,-4%,-0.3%,-1%,6%,4%
COc1ccc(CCNC(=O)NC2CCCCC2)cc1OC,12%,-8%,-2.3%,i,-5%,-1%,-3%,1.4%,2%,8%,2%
O=C(Nc1ccccc1)N(C1=NCCCCS1)c1ccccc1,12%,-6%,-2.3%,i,9%,-8%,-12%,-1.4%,-2%,8%,9%
Cc1cnc(N)c2c(=O)oc3ccccc3c12,-1%,-8%,0.7%,x,x,-7%,0%,-3.8%,-7%,0%,30%
O=C1/C(=C/c2ccccc2)Oc2ccccc21,3%[11.4 µM],x,-0.8%[15.4 µM],x,x,0%[11.5 µM],x,-1.3%[15.4 µM],-2%[11.5 µM],2%[11.4 µM],-4%[11.4 µM]
Cc1cc(Oc2ccc(=O)n(C)n2)nc(Oc2ccc(=O)n(C)n2)n1,5%,0%,-1.8%,i,-5%,-1%,4%,-2.0%,3%,4%,1%
CNc1nnc(-c2cccc(N(C)C)c2)s1,-1%,1%,-1.2%,i,-2%,1%[0.00368 µM],9%,-0.6%,-9%,-7%,-10%
COc1ccccc1CNC(=O)c1nnc(Cc2ccc(Cl)cc2)o1,29%,4%,-2.1%,x,x,-3%,-18%,-1.0%,-1%,-6%,1%
Cc1cc(C)n2nc3nc(N4CCCCC4)nc(-c4ccco4)c3c2n1,5%,-19%,-4.5%,i,-5%,-24%,20µM*,-6.1%,-8%,16µM*,u
N=C1C(c2nc3ccccc3c(=O)[nH]2)=C(O)CN1CCc1ccccc1,3%,-25%,-2.2%,x,x,-1%,81%,-1.6%,0%,6%,-26%
O=C(NCc1ccccc1)C1CC2CCCC(C1)C2=O (stereo not drawn),3%,2%,-1.4%,i,0%,0%,12%,-0.2%,0%,1%,-12%
c1ccc(CCCNc2nnnc3ccccc23)cc1,19%[11.4 µM],-1%[11.4 µM],0.2%[15.4 µM],i,x,3%[11.5 µM],12%[11.4 µM],-4.0%[15.4 µM],-5%[11.5 µM],6%[11.4 µM],7%[11.4 µM]
Cc1cccc(N2CCN(C(=O)CCNS(=O)(=O)c3ccc4c(c3)CCC(=O)N4)CC2)c1C,8%,3%,2.3%,i,46%[activator],-1%,0%,-0.1%,0%,u,5%
CCOC(=O)c1[nH]c(=O)[nH]c1CSc1ccccn1,6%,-4%,-2.1%,i,2%,-1%,3%,-0.5%,-3%,-3%,-22%
c1cncc(C2Nc3ccccc3-c3nc4ccccc4n32)c1 (stereo not drawn),4%,-4%,-1.3%,i,-3%,-17%,11%,0.5%,u,2%,32µM*
O=C(CN1CCc2ccccc2C1)c1cccs1,-20%,2%,-1.4%,i,-1%,-19%,6%,1.7%,u,-28%,17%
Cc1ncc(CO)c2cc(C(N)=O)c(=Nc3ccccc3)oc12,-9%,-9%,-3.7%,i,13%,2%,-22%,-0.5%,-1%,1%,9%
COC(=O)c1cc2sccc2n1Cc1nc(-c2ccc(OC)cc2)oc1C,27%,2%,3.8%,i,27%,-1%,184%,0.6%,-4%,-14%,u
COc1ccc(-n2c(=O)c3c4c(sc3n3c(C)nnc23)COC(C(C)C)C4)cc1 (stereo not drawn),u,-1%,-0.1%,i,13%,1%,7%,-0.6%,1%,2%,13%
C=CCn1c(SCc2cc(=O)n3ccsc3n2)nnc1C1CCCCC1,19%,-10%,-2.9%,i,10%,-12%,-2%,-2.2%,-2%,u,11%
O=C(COc1ccccc1Cl)N1CCN(c2ncccn2)CC1,-2%,2%,1.3%,i,6%,-1%,4%,0.7%,3%,3%,12%
O=C(NCc1ccccc1Cl)C1CCN(S(=O)(=O)N2CCCCCC2)CC1,7%,-6%,0.4%,i,5%,-1%,12%,0.1%,-2%,-5%,2%
# Other entries follow:
SMILES,HEK293 cAMP cs,Pol III holo inh,BRCT PPI green,Rhodamine autofl,USP2a inh,Caspase-7 inhib,Tau fil binding,BRCT PPI red,Casp1 inh,15-hLO inh,HADH2 inhib
N#CC1=C(N)Oc2c(ccc3cccnc23)C1c1cccnc1 (stereo not drawn),9%,-12%,-1.6%,i,15%,u,-10%,0.6%,u,u,-27%
Cc1ccc(SCC(=O)N(Cc2nc(-c3ccccc3)no2)C(C)C)cc1,u,-4%,-1.9%,i,-15%,-2%,-24%,-1.2%,0%,-10%,3%
Cc1ccc(CN2CC(C(=O)Nc3ccc(S(=O)(=O)Nc4cc(C)nc(C)n4)cc3)CC2=O)cc1 (stereo not drawn),2%,-3%,0.7%,i,9%,1%,-6%,1.1%,-1%,0%,0%
CCOC(=O)N1CCC2(CC1)CC(=O)c1c(ccc3oc(C(=O)O)c(C)c13)O2,-13%,x,-3.6%,x,x,-4%,x,-0.2%,-5%,-4%,16µM*
NC1=NC2(CCC(c3ccccc3)CC2)n2c(nc3ccccc32)N1 (stereo not drawn),19%,1%,-1.4%,i,45%[activator],-11%,409%,-1.1%,u,-12%,-1%
CCc1ccc2c(c1)N(C[C@H](C)CN(C)C)c1ccccc1S2,-6%[11.4 µM],-11%[11.4 µM],-2.5%[15.4 µM],i,x,-2%[11.5 µM],u,-1.1%[15.4 µM],-2%[11.5 µM],-5%[11.4 µM],12%[11.4 µM]
O=C(CSc1nnc(-c2ccc(Br)o2)n1Cc1ccccc1)c1ccccc1F,20µM*,11%,3.4%,i,-6%,-8%,37%,-0.3%,-9%,-25%,-13%
O=S(=O)(c1ccc(OCC(O)CN2CCN(c3ccc(F)cc3)CC2)cc1)N1CCOCC1 (stereo not drawn),8%,-6%,0.7%,i,6%,1%[0.00368 µM],-3%,-0.5%,2%,8%,2%
Cc1ccc(Sc2oc(/C=N/n3cnnc3)cc2Br)cc1,u,0%[11.4 µM],1.7%,x,-1%[7.66 µM],-5%,u,-0.6%,1%,7%[11.4 µM],1%[11.4 µM]
Cc1cccc(CCNC(=O)c2nnc(Cc3ccc(Cl)cc3)o2)c1,4%,1%,-4.1%,x,x,0%,123%,0.5%,3%,2%,2%
COc1ccc(NC(=O)c2cccc(NC(=O)C3C4CC5OC(=O)C3C5C4)c2)c(OC)c1 (stereo not drawn),0%,-4%,-0.4%,i,10%,0%,-6%,-0.5%,1%,-4%,3%
O=C(COC(=O)c1ccc(NS(=O)(=O)c2ccc3c(c2)OCCO3)cc1)NCC1CCCO1 (stereo not drawn),18%,0%,-2.9%,i,6%,8%,-6%,0.8%,-1%,-5%,9%
CN(C)CCSc1nnc(-c2ccccc2)o1,22%,-1%,-1.0%,i,0%,1%,9%,-1.9%,1%,-2%,8%
Cc1cc2oc(C(=O)NC3CCS(=O)(=O)C3)c(C)c2cc1C (stereo not drawn),8%,-10%,0.7%,i,13%,0%,5%,-0.3%,0%,-1%,u
Cc1cccc([C@@H]2CN(C)CCc3c2cc(O)c(O)c3Cl)c1,25µM*,-6%&-1%,-2.0%&-1.8%,i,0%,1%&2%,u,-0.2%&-0.9%,0%&-1%,-26%[25.6 µM],0.13µM*
Cc1ccc(OCc2ccc(C(=O)N3CCOCC3)cc2)cc1C,15%,-4%,1.3%,i,10%,-4%,3%,-1.4%,0%,-16%,-2%
CCC(C)(C)C(=O)O,23%,-8%,-1.5%,x,x,-3%,-2%,1.1%,0%,0%,-9%
Brc1ccc(-c2nnc(-c3ccc4c(c3)OCO4)o2)o1,27%,-17%,-0.9%,i,19%,-1%,42%,-0.2%,0%,-10%,85%[activator]

# Screening data: PubChem BioAssay, National Center for Advancing Translational Sciences (NCATS)

# An excerpt (hit frequency here may not be typical).
